aSyn yeast rescue = qHTS of alpha-syn Inhibitors: NCGC Sytravon Library Screen; S. cerevisiae alpha-synuclein toxicity rescue, BacTiter-Glo growth, 24 h; Potency, µM (highest dose often 46.1 µM), inactives show at the top dose growth rescue (activation), hits mostly activators; actives 0.02% (n = 94,000); AID 1347070, 2019; active means well fitted activation curve with a large enough effect; inconclusive means small, poorly fitted or top-dose-only effect; further: 0% is about no effect
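Growth restoration measured by BacTiter-Glo luminescence after 24 hr at 30 deg C; alpha-synuclein yeast, raffinose-pregrown to mid-log, were added at OD600=0.02 in galactose medium onto pinned compounds.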
* marks the source's active call; other numbers are inactive results; ? = inconclusive. Potency means the concentration at half of the fitted maximal effect. This is a subset; count on the stated rates, not on these rows.

SMILES	aSyn yeast rescue
CC1CCCCN1S(=O)(=O)c1cc2c(=O)nc3ccccn3c2cc1Cl (stereo unspecified)	0.4%
CCCN1C(=O)c2cc(C(=O)Nc3ccccc3OC)ccc2C1Nc1ccccc1OC (stereo unspecified)	7.7%
CCCN(CCC)CCNC(=O)CS(=O)Cc1nc(-c2ccc(OC)c(OC)c2)oc1C (stereo unspecified)	0.1%
COc1ccc2c(C)c(CC(=O)NCCc3ccc(Cl)cc3)c(=O)oc2c1C	6.8%
COc1cccc(CNC(=O)CSc2nnc(C)c3c(C)n(-c4ccccc4)nc23)c1	-2.7%
CCOC(=O)c1c(NC(=O)C(NCCN(C)C)c2ccccc2)sc2c1CCCC2 (stereo unspecified)	0.4%
CCSc1nc2ccccc2c(OCc2ccc(Cl)cc2)c1C(=O)OC	-3.8%
CCc1ccccc1NC(=O)[C@@H](c1ccccc1)N1Cc2ccccc2C1=O	0.1%
Cc1cccc(CSc2nc3cccnc3n2Cc2ccc(C(=O)NCc3ccco3)cc2)c1	6.6%
O=C(NCc1cccs1)c1ccc(CSc2nc3ccncc3n2Cc2ccccc2F)cc1	-10.6%
CC(=O)c1c(O)cc2c3c1OC(C)(C)C1CCC(C)(CC31)O2 (stereo unspecified)	-1.7%
NC(=O)c1nsc(C(=O)N(CC(=O)NC2CCCCC2)c2cccc(F)c2)c1N	-5.9%
Cc1cc2cc(CNC(=O)Cc3ccc([N+](=O)[O-])cc3)ccc2n1C	-6.7%
CN(C)c1ccc(CNC(=O)C2CCN(C(=O)c3ccc(-n4ccc5ccccc54)s3)CC2)cc1	8.8%
CCc1ccc(NC(=O)C(C)OC(=O)/C=C/c2cccc([N+](=O)[O-])c2)cc1 (stereo unspecified)	1.2%
CCc1ccc(CNC(=O)C2CCN(C(=O)c3ccc(-n4ccc5ccccc54)s3)CC2)cc1	6.3%
COc1ccc(NC(=O)C2CCCN2S(=O)(=O)c2ccc(F)cc2)cc1 (stereo unspecified)	-2.2%
CCn1c(C)c(C)c2cc(C(=O)NCCc3cc(OC)c(OC)c(OC)c3)ccc21	0.2%
c1ccc2cc(C3OCC4(CCCC4)CO3)ccc2c1	-16.7%
Cc1cc(C)cc(NC(=O)COc2cccc3c(=O)n(C)ccc23)c1	3.4%
Nc1nonc1C(=O)NCCNc1ccc([N+](=O)[O-])cn1	-14.6%
COc1ccccc1-c1nnc(C2CCN(C(=O)c3ccc(Cl)cc3)CC2)o1	5.2%
CCOc1cc2[nH]c(=O)n(CC3CCC(C(=O)NCCC(C)C)CC3)c(=O)c2cc1OCC (stereo unspecified)	1.4%
COC(=O)c1cc2sccc2n1CC(=O)Nc1ccc(C)cc1C	4.0%
COc1ccc(OC(C)C(=O)Nc2cccc(F)c2)cc1 (stereo unspecified)	4.0%
CC1(c2ccccc2)NC(=O)N(CC(=O)N2CCc3ccccc32)C1=O (stereo unspecified)	6.0%
O=C(O/N=C(\c1ccccc1)c1ccncc1)c1ccccc1F	?
COc1ccc(NC(=O)C[C@H]2C(=O)N(CCc3ccccc3)C[C@@H]2CSC)cc1	12.2%
COc1ccc(NC(=O)CSc2nnc3c(C)cc4ccccc4n23)cc1	3.4%
Cc1cc(C)c(NC(=O)CSc2nc(=O)[nH]c3c2CCCC3)c(C)c1	-5.5%
Cc1ccc(O)c(Cc2cc(C)cc(Cc3cc(C)ccc3O)c2O)c1	12.8%
Nc1c(-c2ccc(Cl)cc2)cnn1-c1cc(C(F)(F)F)cc(C(F)(F)F)c1	-3.8%
C=C(C)CSc1nc2sc3c(c2c(=O)n1-c1ccccc1)CC(C(C)C)OC3 (stereo unspecified)	9.0%
COC(=O)c1c(NC(=O)c2cc3nc(-c4ccc(OC)cc4)cc(C(F)(F)F)n3n2)sc2c1CCCC2	-1.9%
CCOC(=O)CSc1c(-c2ccccc2)c2cc(Cl)ccc2[nH]c1=O	18.6%
COc1ccc(NC(=O)O[C@@H](C)[C@@H]2CN3CCc4c([nH]c5ccc(-c6ccc(OC)cc6)cc45)[C@@H]3C[C@@H]2N(C)C(=O)Nc2ccc(OC)cc2)cc1	-15.8%
Cn1cnnc1Sc1ccc(/C=C(\CC(=O)O)c2nc3ccccc3s2)cc1[N+](=O)[O-]	-5.3%
COc1ccc(N2CC(NC(=O)/C=C\c3ccccc3)CC2=O)cc1 (stereo unspecified)	-6.0%
O=C(NCc1cccnc1)c1ccc(S(=O)(=O)N2CCCCCC2)cc1	-1.2%
CCc1ccc(N2C(=O)CSC23C(=O)N(Cc2cccc(F)c2)c2ccccc23)cc1 (stereo unspecified)	-9.0%
CC(NC(=O)CN1C(=O)COc2ccc(Cl)cc21)c1ccccc1 (stereo unspecified)	12.0%
COc1cc(OC)c(NC(=O)NCc2ccc3c(c2)CCN3C(=O)c2ccccc2)cc1Cl	-5.1%
O=C(CSC1=NS(=O)(=O)c2ccccc2N1)NCCc1ccccc1	4.0%
CC(=O)N/C(=C\c1ccccc1)C(=O)OCC(=O)N(CC(C)C)c1c(N)n(Cc2ccccc2)c(=O)[nH]c1=O	4.2%
COc1cccc(/C=C/c2nc(S(=O)(=O)c3ccccc3)c(N3CCC(C(N)=O)CC3)o2)c1	-1.1%
CCOC(=O)c1c(NC(=O)COC(=O)c2cccc([N+](=O)[O-])c2)sc(C(=O)N(C)C)c1C	8.3%
CCc1cccc(N2C(=O)CSC23C(=O)Nc2ccccc23)c1 (stereo unspecified)	-3.6%
CC(OC(=O)C1=COCCO1)C(=O)Nc1cccc(S(=O)(=O)N2CCOCC2)c1 (stereo unspecified)	3.2%
CCn1cc(C(=O)N(C)c2cc(C)ccc2C)c2cc(OC)c(OC)cc2c1=O	5.2%
CSCCC(NS(=O)(=O)c1ccc2c(c1)oc(=O)n2C)C(=O)N1CCN(c2ccc(F)cc2)CC1 (stereo unspecified)	-3.0%
CCOC(=O)N1CCC(NC(=O)c2cnn(-c3ccccc3)c2C2CCN(C(=O)OC(C)(C)C)CC2)CC1	-4.9%
CCCOc1ccc(NC(=O)C(=O)NCCCN2CCOCC2)cc1	-1.2%
Cc1ccc([C@H]2C[C@@H](n3cc(C4CC4)nn3)[C@H](O)CN2C(=O)c2cccs2)cc1	0.6%
O=C(CSc1nnc2c(n1)[nH]c1ccccc12)NC1CCCCC1	-12.5%
Cc1c(C(=O)Nc2ccc3c(c2)OCCO3)cnn1C	2.3%
C[C@H]1CN([C@@H](C)CO)S(=O)(=O)c2ccc(C#CC(C)(C)O)cc2O[C@H]1CN(C)Cc1ccccc1	-7.6%
Oc1ccccc1/C=N/N1CCN(c2ccccn2)CC1	1.2%
CCc1nn2c(=O)cc(COC(=O)C(c3ccccc3)c3ccccc3)nc2s1	-2.1%
CCOc1ccc(N(C)S(=O)(=O)c2ccc3c(c2)C(C)(C)C(=O)N3C)cc1	-2.5%
CN(C)c1ccc(C(CNC(=O)c2ccc(C(C)(C)C)cc2)N2CCOCC2)cc1 (stereo unspecified)	-6.9%

Further records:
Molecule	aSyn yeast rescue
CCOc1ccc(NC(=O)Cn2nnc(C(=O)Nc3ccc(OCC)cc3)c2N)cc1	2.6%
CN(C(=O)NC1CCCCC1)[C@H]1C[C@H]2c3[nH]c4ccccc4c3CCN2C(=O)[C@H]1CO	-2.3%
COc1ccccc1NC(=O)CCCOc1cc(=O)n(C)c2ccccc12	1.2%
CC(C)c1ccc2c(c1)-c1ccccc1S(=O)(=O)N2CC(=O)N1CCCCC1	9.0%
COc1ccc(Cn2c(CCC(=O)Nc3ccc(C)cc3C)nc3cccnc32)cc1	6.3%
O=C(O)/C=C/C(=O)NCc1ccccn1	0.5%
CC(=O)c1c(C)[nH]c(C(=O)OCC(=O)N2c3ccccc3NC(=O)C2(C)C)c1C	-5.0%
CCOC(=O)NC(=O)/C(C=Nc1ccc(Cl)cc1)=C(\C)O	-4.2%
CCOC(=O)NC(=O)c1cn(N(C)c2ncc(C(F)(F)F)cc2Cl)c(=O)[nH]c1=O	-21.3%
CCN(CC)S(=O)(=O)c1ccc(OC)c(NC(=O)c2cc(=O)[nH]c3ccccc23)c1	0.0%

Given as labelled records: three of the compounds above
> CN(C(=O)NC1CCCCC1)[C@H]1C[C@H]2c3[nH]c4ccccc4c3CCN2C(=O)[C@H]1CO
  aSyn yeast rescue: -2.3%
> COc1ccccc1NC(=O)CCCOc1cc(=O)n(C)c2ccccc12
  aSyn yeast rescue: 1.2%
> CC(C)c1ccc2c(c1)-c1ccccc1S(=O)(=O)N2CC(=O)N1CCCCC1
  aSyn yeast rescue: 9.0%

Other compounds
Molecule	aSyn yeast rescue
CC(=O)N=C1SC2CS(=O)(=O)CC2N1Cc1ccc(C)cc1 (stereo unspecified)	3.5%
CCOC(=O)c1c(C)nn(-c2ccc(NC(=O)c3c(C)noc3C)cc2)c1C	2.9%
CN(C)/C=C/c1oc2ccc(O)cc2c1[N+](=O)[O-]	-14.1%
COc1ccc(CCNC(=O)CSc2nc3c(sc(=S)n3-c3ccccc3)c(=O)[nH]2)cc1OC	-1.7%
COc1cc(NC(=O)Cn2c(=O)n(Cc3ccccc3)c(=O)c3oc4ccccc4c32)cc(OC)c1	-3.0%
CCN(CC(=O)Nc1cccc(S(=O)(=O)N2CCCCC2)c1)Cc1ccccc1	-8.8%
O=C1c2ccccc2C(Nc2ccc(S(=O)(=O)N3CCCCCC3)cc2)N1Cc1ccco1 (stereo unspecified)	-1.8%
COc1ccc(C(=O)Nc2ccc3oc(-c4cccnc4)nc3c2)cc1	-4.2%
COc1ccccc1OCCC(=O)OCC(=O)NCc1ccccc1	-2.1%
COC(=O)c1ccc(C(=O)Nc2ccc(-c3nc4cc(NC(=O)c5ccc(C(=O)OC)cc5)ccc4o3)cc2)cc1	2.1%

Some of these compounds in order of formula weight, low to high:
Molecule	aSyn yeast rescue
CC(=O)N=C1SC2CS(=O)(=O)CC2N1Cc1ccc(C)cc1 (stereo unspecified)	3.5%
CCOC(=O)c1c(C)nn(-c2ccc(NC(=O)c3c(C)noc3C)cc2)c1C	2.9%
CCN(CC(=O)Nc1cccc(S(=O)(=O)N2CCCCC2)c1)Cc1ccccc1	-8.8%
COc1cc(NC(=O)Cn2c(=O)n(Cc3ccccc3)c(=O)c3oc4ccccc4c32)cc(OC)c1	-3.0%
COc1ccc(CCNC(=O)CSc2nc3c(sc(=S)n3-c3ccccc3)c(=O)[nH]2)cc1OC	-1.7%
COC(=O)c1ccc(C(=O)Nc2ccc(-c3nc4cc(NC(=O)c5ccc(C(=O)OC)cc5)ccc4o3)cc2)cc1	2.1%

The list continues.
Molecule	aSyn yeast rescue
N#Cc1sc(C(N)=O)c(-c2ccccc2)c1-c1ccccc1	-0.9%
CSc1ccc(CCNC(=O)CN2C(=O)c3cccnc3Oc3ccc(C)cc32)cc1	-4.0%
Oc1c(C=Nc2ccc(Cl)cn2)sc2ccccc12	-13.1%
CCn1c(=N)c(C(=O)NCc2ccccc2)cc2c(=O)n3cc(C)ccc3nc21	7.4%
CCOC(=O)c1cc(-c2ccc(C)cc2)n(CC(=O)Nc2cc(C)ccc2C)c1C	0.6%
COc1ccc(N2CCN(C(=O)C3CCN(Cc4nc(-c5ccc(Cl)cc5)oc4C)CC3)CC2)cc1	6.6%
Cc1ccn2c(=O)cc(COc3ccc(NC(=O)COc4ccc(C)c(C)c4)cc3)nc2c1	3.2%
COc1ccc(N2CCN(C(=O)COC(=O)CCS(=O)(=O)c3ccc(C)cc3)CC2)cc1	13.2%
O=S1(=O)c2ccccc2N(Cc2cccc(Cl)c2)c2ccccc21	4.0%
CCSc1nnc(NC(=O)CSc2nc3c(c(=O)n2CCOC)SC(C)C3)s1 (stereo unspecified)	-3.6%
COc1cccc(C(=O)NCCn2ccc3ccccc32)c1	-5.4%
Fc1ccc(C2=CC(c3ccc(F)cc3)n3c(nc4ccccc43)N2)cc1 (stereo unspecified)	0.8%
O=C(Nc1ccc2c(c1)OCO2)c1ccccc1	-11.2%
[NH-]c1ncnc2c1N=C[N+]2=CC=CCO	0.6%
O=C(CSc1nnc(-c2ccncc2)o1)Nc1nncs1	-8.3%
O=C(Cn1c(=O)n(-c2ccccc2Cl)c(=O)c2sc3ccccc3c21)N1CCCC1	-0.6%
COc1ccccc1CNC(=O)C(=O)NCC(c1ccco1)S(=O)(=O)c1cccs1 (stereo unspecified)	3.1%
O=C(Nc1ccccc1)Nc1cccc(C(F)(F)F)c1	-3.4%
COc1ccc(OC)c(NC(=O)CCc2c(C)nc3c(c(C)nn3C(C)(C)C)c2C)c1	-3.0%
CCCCCSc1nnc2c(n1)OC(c1ccc(C)s1)N(C(C)=O)c1ccccc1-2 (stereo unspecified)	-12.4%
Cc1c(Cl)cccc1NC(=O)N1CCOc2ccccc21	-10.7%
O=C(C1CCCCC1)N1CCN(c2ccnc3cc(Cl)ccc23)CC1	-9.1%
Cc1cccc(CCNC(=O)c2ccc(CSCc3cccc(Cl)c3)o2)c1	22.5%
CCOc1ccc(C(C(=O)NC2CCCCC2)N(C(=O)c2csnn2)C2CC2)cc1 (stereo unspecified)	-7.2%
Cc1cccc(N(C)C(=O)CCNS(=O)(=O)c2ccc3c(c2)CCN3C(=O)C2CC2)c1	-6.0%
CC(C)(C)C1CCc2c(sc(NC(=O)c3ccncc3)c2C(=O)Nc2ccccc2Cl)C1 (stereo unspecified)	5.6%
COc1ccc(OCC(=O)NC(=O)c2ccccc2OC)c([N+](=O)[O-])c1	6.1%
CCC(C(=O)O)n1ccc2cc(S(=O)(=O)N3CCCCC3)ccc21 (stereo unspecified)	-3.8%
CCN(CC)C(=O)C1=C(C)N(CCC2=CCCCC2)C(=O)C(CC(=O)NC(c2ccccc2)c2ccccc2)C1 (stereo unspecified)	-5.9%
Cc1cccc(C2CC(c3ccc(Br)cc3)Nc3nc(N)nn32)c1 (stereo unspecified)	-4.0%
Cn1c(=O)c2c(nc(CN3CCN(C(c4ccccc4)c4ccccc4)CC3)n2CCCO)n(C)c1=O	11.8%

Assay outcomes as filed in PubChem BioAssay.
